Source: PubChem BioAssay
IDE exosite FP – displaces the probe from the exo-site of human IDE. 17,000 compounds, 6.3% hits. P14735. AID 1259349. z-score at 20 µM. purified IDE, FL-6b probe fluorescence polarization; hits give low values;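 active = z-score of -3 or lower, meaning strong loss of probe binding signal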;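 note: His-tagged human IDE residues 42-1019 made in E. coli with 30 nM FL-6b probe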
Target sequence (P14735 42-1019 limits assumed): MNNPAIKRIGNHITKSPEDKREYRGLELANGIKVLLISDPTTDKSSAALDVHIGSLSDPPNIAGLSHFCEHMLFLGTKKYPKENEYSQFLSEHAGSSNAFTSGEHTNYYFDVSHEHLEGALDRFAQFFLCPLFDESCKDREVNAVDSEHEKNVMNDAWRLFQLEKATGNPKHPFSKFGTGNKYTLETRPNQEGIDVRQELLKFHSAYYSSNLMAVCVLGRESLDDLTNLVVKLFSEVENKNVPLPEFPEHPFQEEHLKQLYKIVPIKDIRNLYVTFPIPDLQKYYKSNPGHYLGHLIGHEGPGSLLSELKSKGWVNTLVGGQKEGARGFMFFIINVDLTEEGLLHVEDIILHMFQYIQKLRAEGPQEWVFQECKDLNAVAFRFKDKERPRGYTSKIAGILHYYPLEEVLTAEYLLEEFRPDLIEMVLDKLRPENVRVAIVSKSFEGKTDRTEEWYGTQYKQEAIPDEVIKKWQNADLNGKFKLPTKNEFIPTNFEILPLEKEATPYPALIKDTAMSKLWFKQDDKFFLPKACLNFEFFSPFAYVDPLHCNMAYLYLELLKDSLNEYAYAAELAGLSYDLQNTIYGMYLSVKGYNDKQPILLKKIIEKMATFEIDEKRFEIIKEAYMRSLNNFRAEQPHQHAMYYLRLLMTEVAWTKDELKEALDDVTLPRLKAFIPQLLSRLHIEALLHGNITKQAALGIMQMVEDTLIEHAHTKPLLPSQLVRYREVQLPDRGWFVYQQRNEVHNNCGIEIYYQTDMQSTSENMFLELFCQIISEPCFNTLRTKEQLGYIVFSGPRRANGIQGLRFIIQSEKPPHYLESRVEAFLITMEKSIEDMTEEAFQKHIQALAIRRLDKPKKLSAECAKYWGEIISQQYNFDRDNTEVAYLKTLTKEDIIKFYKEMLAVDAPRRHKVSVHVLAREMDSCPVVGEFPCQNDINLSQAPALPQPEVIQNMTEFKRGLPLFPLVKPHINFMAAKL
The depositor's hits bear a star; & = joins results of further samples; ! = not confirmed by another sample. This is a subset; count on the stated rates, not on these rows.

compound | IDE exosite FP
CO[C@@H]1CN(C)C(=O)c2cc(NS(=O)(=O)c3cn(C)cn3)ccc2OC[C@@H](C)NC[C@H]1C | -1.3
C/C=C/c1ccc([C@H]2[C@@H](CO)N(C(=O)CN(C)C)C23CN(C(=O)C2CCOCC2)C3)cc1 | -0.62
C/C=C/c1ccc([C@@H]2[C@H]3CN(S(=O)(=O)c4ccc(F)cc4)CCCCN3[C@H]2CO)cc1 | 4.5
CC(=O)NC[C@@H]1[C@@H](c2ccc(-c3cccnc3)cc2)[C@H](CO)N1C(=O)C1CCC1 | 1
O=C(c1ccccn1)N1CC(=O)N2[C@H](C1)[C@H](c1ccc(C#CCc3ccccc3)cc1)[C@@H]2CO | 0.049
CCC(=O)NC[C@H]1[C@@H](c2ccc(-c3ccccc3)cc2)[C@@H](CO)N1C(=O)C1CC1 | -0.76
COc1cccc(NC(=O)N[C@H]2C=C[C@@H](CC(=O)NCc3ccncn3)O[C@@H]2CO)c1 | 1.7
O=C1CNC[C@@H]2[C@@H](c3ccc(C#Cc4cccnc4)cc3)[C@@H](CO)N12 | 0.14
CC(=O)N1[C@H](CNC(=O)C2CC2)[C@@H](c2ccc(-c3cccc(F)c3)cc2)[C@@H]1CO | -2.4
C[C@H]1CN([C@@H](C)CO)C(=O)c2ccccc2-c2ccccc2CO[C@@H]1CN(C)C(=O)[C@@H](Cc1ccccc1)N(C)C | -1.5
Cc1noc(C)c1NC(=O)N(C)C[C@@H]1OCc2ccccc2-c2c(n(C)c3ccccc23)C(=O)N([C@H](C)CO)C[C@H]1C | 0.87
COCC(=O)N(C)C[C@@H]1[C@@H](c2ccccc2)[C@H](CO)N1C(=O)Cc1ccncc1 | 0.34
O=C(C1CC1)N1CC(=O)N2[C@H](C1)[C@@H](c1ccc(C#Cc3cccc(F)c3)cc1)[C@@H]2CO | -2.9
O=C(Nc1ccccc1F)N1CC(=O)N2[C@H](CO)[C@@H](c3ccc(C#Cc4ccc(F)cc4)cc3)[C@@H]2C1 | 4.5
O=C(C1CCCC1)N1CC2(C1)[C@@H](c1ccccc1)[C@@H](CO)N2Cc1ccc(Cl)cc1 | 1.9

Given with each value named: entries from further up
CC(=O)N1[C@H](CNC(=O)C2CC2)[C@@H](c2ccc(-c3cccc(F)c3)cc2)[C@@H]1CO
  IDE exosite FP: -2.4
C[C@H]1CN([C@@H](C)CO)C(=O)c2ccccc2-c2ccccc2CO[C@@H]1CN(C)C(=O)[C@@H](Cc1ccccc1)N(C)C
  IDE exosite FP: -1.5
Cc1noc(C)c1NC(=O)N(C)C[C@@H]1OCc2ccccc2-c2c(n(C)c3ccccc23)C(=O)N([C@H](C)CO)C[C@H]1C
  IDE exosite FP: 0.87
COCC(=O)N(C)C[C@@H]1[C@@H](c2ccccc2)[C@H](CO)N1C(=O)Cc1ccncc1
  IDE exosite FP: 0.34

(more compounds)
compound | IDE exosite FP
N#C[C@@H]1[C@H](c2ccc(C3=CCCCC3)cc2)[C@@H](CO)N1S(=O)(=O)c1cccc(F)c1 | 1.4
CO[C@@H](CN(C)CC1CCOCC1)[C@@H](C)CN(C(=O)Nc1ccc(F)cc1)[C@@H](C)CO | 1
C[C@H](CO)N1C[C@H](C)[C@H](CN(C)S(=O)(=O)c2cn(C)cn2)Oc2cc(C#Cc3cccc(F)c3)ccc2S1(=O)=O | -2.1
CNC[C@H]1OCc2cn(nn2)CCCC(=O)N([C@H](C)CO)C[C@H]1C | -0.45
O=C([C@@H]1N[C@@H]2c3ccc(-c4ccc(F)cc4)c(=O)n3C[C@@H]2[C@H]1CO)N1CCc2ccccc2C1 | -0.64
N#Cc1ccc(-c2ccc([C@H]3[C@@H](CO)N4C(=O)CNC[C@@H]34)cc2)cc1 | -0.83
C/C=C/c1ccc(C2[C@H]3CNC[C@@H]2N3C(=O)NCCC)cc1 (stereo partly drawn) | 0.29&1.7
COc1ccc(-c2ccc([C@@H]3[C@H]4CN(C(=O)C5CCCC5)CC(=O)N4[C@H]3CO)cc2)cc1 | -1.1
CCCNC(=O)N1CC2(C1)[C@H](c1ccccc1)[C@H](CO)N2CC1CCOCC1 | 2.4
C/C=C/c1ccc([C@H]2[C@@H](CNC(=O)NC(C)C)N(C(=O)C3CCC3)[C@H]2CO)cc1 | 1
Cc1cc(C(=O)Nc2ccc3c(c2)C(=O)N(C)[C@H]2CC[C@@H](CC(=O)O)O[C@H]2CO3)no1 | 0.8
O=C(Nc1cccc(F)c1)N1CCCCN2[C@H](CO)[C@H](c3ccc(-c4ccccc4F)cc3)[C@H]2C1 | 1.7
O=C(c1ccccc1)N1[C@@H](CO)[C@@H](c2ccccc2)C12CN(Cc1nccs1)C2 | 0.41
CCCNC(=O)N1CC2(CN(CC3CCCCC3)C2)c2c(n(C)c3cc(OC)ccc23)[C@H]1CO | 0.43
COCC(=O)N1CCCCN2[C@@H](CO)[C@@H](c3ccc(C#Cc4cccnc4)cc3)[C@@H]2C1 | 2.2

Exported with the structure last: six of the compounds above
IDE exosite FP | smiles
1 | C/C=C/c1ccc([C@H]2[C@@H](CNC(=O)NC(C)C)N(C(=O)C3CCC3)[C@H]2CO)cc1
1 | CO[C@@H](CN(C)CC1CCOCC1)[C@@H](C)CN(C(=O)Nc1ccc(F)cc1)[C@@H](C)CO
-0.83 | N#Cc1ccc(-c2ccc([C@H]3[C@@H](CO)N4C(=O)CNC[C@@H]34)cc2)cc1
-0.45 | CNC[C@H]1OCc2cn(nn2)CCCC(=O)N([C@H](C)CO)C[C@H]1C
-2.1 | C[C@H](CO)N1C[C@H](C)[C@H](CN(C)S(=O)(=O)c2cn(C)cn2)Oc2cc(C#Cc3cccc(F)c3)ccc2S1(=O)=O
2.2 | COCC(=O)N1CCCCN2[C@@H](CO)[C@@H](c3ccc(C#Cc4cccnc4)cc3)[C@@H]2C1

Continuation.
compound | IDE exosite FP
N#C[C@H]1N[C@H](CO)[C@@H]1c1ccc(C#Cc2ccccc2F)cc1 | 0.044
CO[C@@H]1CN(C)C(=O)c2ccc(NS(=O)(=O)CC(F)(F)F)cc2OC[C@H](C)N(C(=O)NC(C)C)C[C@H]1C | -0.45
CCC(=O)NC[C@@H]1[C@@H](c2ccccc2)[C@H](CO)N1C(=O)C1CC1 | 5.8
COc1ccccc1NC(=O)N1CC(=O)N2[C@H](CO)[C@H](c3ccc(C#CC(C)C)cc3)[C@H]2C1 | -0.46
C[C@@H]1CN([C@H](C)CO)C(=O)c2cc(C3=CCCCC3)cnc2O[C@H]1CN(C)S(=O)(=O)c1cn(C)cn1 | 0.12
C[C@@H]1CCCCO[C@@H](CN(C)Cc2ccc3c(c2)OCO3)[C@H](C)CN([C@H](C)CO)C(=O)c2cc(NS(=O)(=O)c3cn(C)cn3)ccc2O1 | 0.17
O=C(NC[C@@H]1[C@H](c2ccccc2)[C@H](CO)N1CC1CCCC1)c1cccnc1 | 3.3
C[C@H](CO)N1C[C@H](C)[C@@H](CN(C)C(=O)Nc2ccccc2C(F)(F)F)OCc2cnnn2CCCC1=O | 0.23
CCCC(=O)Nc1ccc2c(c1)C(=O)N(C)[C@@H]1CC[C@@H](CC(=O)NCc3cccc(F)c3)O[C@H]1CO2 | -0.95
Cc1noc(C)c1C(=O)N(C)C[C@@H]1OCc2ccccc2-c2ccccc2C(=O)N([C@H](C)CO)C[C@@H]1C | 0.99
CC(=O)N1CC(=O)N2[C@H](C1)[C@@H](c1ccc(C#Cc3cccnc3)cc1)[C@@H]2CO | 1.7
COc1ccccc1C#Cc1ccc([C@@H]2[C@@H](CO)N3CCCCN(C(=O)C4CCC4)C[C@@H]23)cc1 | -9*
CN1CCCCN2[C@H](C1)[C@@H](c1ccc(Br)cc1)[C@@H]2CO | -1.2
N#Cc1ccc(-c2ccc([C@H]3[C@@H](CO)N4CCCCN(C(=O)Nc5ccc(F)cc5)C[C@H]34)cc2)cc1 | 0.16
COc1ccc2c3c([nH]c2c1)[C@@H](CO)N(Cc1nccs1)CC31CN(Cc2ccncc2)C1 | -3.2*

The listing continues:
compound | IDE exosite FP
COCC#Cc1ccc([C@@H]2[C@H](CO)N3C(=O)CN(C(=O)CN4CCOCC4)C[C@@H]23)cc1 | 0.78
N#C[C@H]1[C@H](c2ccc(C#Cc3ccc(F)cc3)cc2)[C@H](CO)N1C(=O)Cc1ccncc1 | -0.035
CCS(=O)(=O)N1CCCCN2[C@H](CO)[C@H](c3ccc(-c4ccccc4C)cc3)[C@H]2C1 | -8.3*
O=C(C[C@H]1CC[C@H]2[C@@H](COC[C@H](O)CN2Cc2nccs2)O1)NCc1ccccc1Cl | -1.3
CC(C)NC[C@H]1[C@@H](c2ccc(-c3cccc(F)c3)cc2)[C@@H](CO)N1CC1CC1 | 2.7
C[C@@H]1CN([C@H](C)CO)C(=O)CCCn2nncc2CO[C@H]1CN(C)S(=O)(=O)c1ccccc1C#N | 1.3
O=C(NC1CCCC1)N1CCCCN2[C@@H](CO)[C@@H](c3ccc(-c4ccccc4)cc3)[C@@H]2C1 | -7*
CO[C@H]1CN(C)C(=O)c2ccc(NC(=O)C3CC3)cc2OC[C@H](C)N(C(C)=O)C[C@@H]1C | -1.2
Cc1ccc(-c2ccc([C@H]3[C@@H](CO)N4C(=O)CN(C(=O)Nc5cccc(F)c5)C[C@@H]34)cc2)cc1 | 2.9
O=C(Nc1ccccc1F)N1CCCCN2[C@@H](CO)[C@H](c3ccc(-c4cccnc4)cc3)[C@@H]2C1 | -0.2
Cc1ccc(S(=O)(=O)Nc2ccc3c(c2)C(=O)N([C@@H](C)CO)C[C@H](C)[C@@H](CN(C)S(=O)(=O)c2cccs2)OCCCC[C@H](C)O3)cc1 | 0.93
O=C1CN(S(=O)(=O)c2ccccc2)C[C@H]2[C@@H](c3ccc(C#Cc4ccccc4)cc3)[C@@H](CO)N12 | 1.6
C[C@@H]1CCCCO[C@@H](CN(C)S(=O)(=O)c2ccccc2)[C@@H](C)CN([C@@H](C)CO)C(=O)c2cc(NC(=O)Nc3ccc4c(c3)OCO4)ccc2O1 | -0.28
CN(C)C(=O)C[C@H]1C[C@H]2c3cc(NC(=O)c4cccnc4)ccc3O[C@H]2[C@H](CO)O1 | 0.18
O=C(c1ccccn1)N1CC[C@@H]2[C@H]1c1cc(C#Cc3cccnc3)ccc1N[C@@H]2CO | -0.095

Next entries.
molecule,IDE exosite FP
CC(=O)N1CC(=O)N2[C@@H](CO)[C@H](c3ccc(C#Cc4cccnc4)cc3)[C@@H]2C1,1.7
C[C@@H]1CN([C@@H](C)CO)C(=O)c2c(c3ccccc3n2C)-c2ccccc2CO[C@@H]1CN(C)C(=O)NC1CCCCC1,-0.51
CC(=O)N1[C@H](CN(C(=O)c2cccc(F)c2)C(C)C)[C@@H](c2ccccc2)[C@@H]1CO,2.6
CS(=O)(=O)N1CC(=O)N2[C@@H](CO)[C@H](c3ccc(C#Cc4ccccc4)cc3)[C@@H]2C1,-0.098
CCS(=O)(=O)N1CCCCN2[C@@H](CO)[C@@H](c3ccc(C#CC(C)(C)O)cc3)[C@@H]2C1,-0.084
CN1C(=O)c2cc(NC(=O)C3CCOCC3)ccc2OC[C@H]2O[C@@H](CC(=O)NCc3ccccc3F)CC[C@@H]21,-0.77
CO[C@H]1CN(C)C(=O)c2ccc(NC(=O)c3cccc(F)c3)cc2OC[C@@H](C)NC[C@@H]1C,1.2
C[C@H](O)C#Cc1ccc([C@@H]2[C@H](CO)N3CCCCN(C(=O)c4ccncc4)C[C@@H]23)cc1,2.6
C/C=C/c1ccc([C@@H]2[C@H](CO)N(CC3CCCC3)C23CN(S(=O)(=O)CC)C3)cc1,-0.95
O=C(c1cccc(F)c1)N1CC(=O)N2[C@H](CO)[C@H](c3ccc(-c4cccnc4)cc3)[C@H]2C1,-0.89

Additional entries
molecule,IDE exosite FP
O=C(Nc1ccc2c(c1)OCO2)N1[C@@H]2CNC[C@H]1C2c1ccc(-c2ccncc2)cc1 (stereo partly drawn),-3.2*!
CC(C)c1cn(CC[C@H]2CC[C@H](NS(=O)(=O)c3ccc(F)cc3)[C@@H](CO)O2)nn1,1.5
C[C@H]1CCCn2nncc2COCCNC1=O,-0.11
Cc1noc(C)c1S(=O)(=O)Nc1ccc2c(c1)C(=O)N([C@@H](C)CO)C[C@H](C)[C@@H](CN(C)Cc1ccc(C(=O)O)cc1)OCCCC[C@H](C)O2,0.22
CC(C)(O)C#Cc1cccc(-c2nc(C(=O)O)cc3c2[C@@H](CCO)N(S(=O)C(C)(C)C)C3)c1 (stereo partly drawn),-0.5
COc1ccc2c3c([nH]c2c1)[C@@H](CO)N(Cc1cc(F)ccc1F)CC31CN(C(=O)C2CCC2)C1,-1.3
N#Cc1cccc(-c2ccc([C@@H]3[C@@H](CO)N4CCCCN(C(=O)Nc5ccc(F)cc5)C[C@H]34)cc2)c1,4.7
COc1ccc(S(=O)(=O)N(C)C[C@@H]2Oc3ccc(NC(=O)Nc4ccc(C(F)(F)F)cc4)cc3C(=O)N([C@H](C)CO)C[C@@H]2C)cc1,0.16
COc1ccccc1NC(=O)N1CCCCN2[C@H](CO)[C@@H](c3ccc(C#CC4CCCC4)cc3)[C@@H]2C1,3.4
CC(=O)N(C)C[C@@H]1[C@@H](c2ccc(-c3ccccc3F)cc2)[C@@H](CO)N1C(C)=O,2.5

Other structures
molecule,IDE exosite FP
CCc1cnc(N2[C@H](CO)[C@@H](c3ccc(-c4cccc(F)c4)cc3)[C@@H]2C#N)s1,0.2
Cc1ccccc1-c1ccc(C2[C@@H]3CN(S(=O)(=O)c4cn(C)cn4)C[C@H]2N3)cc1 (stereo partly drawn),-5.3*
N#Cc1cccc(-c2ccc([C@H]3[C@@H](CO)N4CCCCN(Cc5ccccc5F)C[C@@H]34)cc2)c1,-1.3
N#Cc1ccc(-c2ccc(C3[C@@H]4CN(C(=O)c5cccnc5)C[C@H]3N4)cc2)cc1 (stereo partly drawn),-0.31&0.57
C[C@H](CO)N1C[C@H](C)[C@@H](CN(C)CC2CC2)OCCCC[C@H](C)Oc2ccc(NC(=O)c3ccccc3)cc2C1=O,-0.07
COc1ccc(-c2ccc([C@H]3[C@H]4CN(C(=O)C5CCOCC5)CC(=O)N4[C@H]3CO)cc2)cc1,1.1
COc1ccc(C#Cc2ccc([C@@H]3[C@@H](CO)N4C(=O)CN(C(=O)NC(C)C)C[C@H]34)cc2)cc1,-0.25
CN(C)C(=O)c1ccc(-c2ccc(C3[C@H]4CNC[C@@H]3N4S(=O)(=O)c3ccc(Cl)cc3)cc2)cc1 (stereo partly drawn),1.5
CNC[C@H]1OCc2cn(nn2)CCCC(=O)N([C@H](C)CO)C[C@@H]1C,0.02
